IkB signaling: inhibitors of IkB signaling in ABC-DLBCL cells; actives 0.04% (n = 110,000); Potency, µM (top dose mostly 57.1 µM), without a hit: at the highest dose IkBa stabilization activation; ABC-DLBCL IkBa-CBG/CBR dual luciferase ratio, 4 h; response scale: scaled: untreated 0%, proteasome inhibitor 100%; active = well fitted curve in the direction sought with a large enough effect in the signal ratio, not every such curve was filed as active; inconclusive = small, poorly fitted or top-dose-only effect, or a change in a side signal; the % refers to the signal ratio;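 note: the direction sought is a rising ratio; 0% = basal untreated cells and 100% = reference inhibitor full response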
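Curves were fitted separately to fusion (green), unfused (red) and ratio luminescence, then classed by r2, magnitude and activity. Cells: OCI-Ly3, 4 h compound plus doxycycline at 37C; 10 uM MG-132 defined full response.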
p53ts 39C tox: p53ts cell cytotoxicity, nonpermissive temperature; H1299-p53A138V viability at 39C, ATP luminescence, 24 h; Potency, µM (highest dose often 46.1 µM), for inactives: top-dose activity change, negative = cell killing, actives largely listed as cytotoxic; actives 1.5% (n = 130,000); AID 902; note: nearly all actives have a fitted effect of over 55% in size
p53ts 32C kill: p53ts cell cytotoxicity, permissive temperature | H1299-p53A138V at 32C, ATP luminescence viability, 24 h | Potency, µM (top dose mostly 46.1 µM), without a hit: top-dose activity change, negative = cytotoxicity, most hits filed as cytotoxic | actives 0.93% (n = 130,000);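 note: 0% = DMSO and -100% = full killing by reference compound; nearly all actives have a fitted effect of over 55% in size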
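Cells: H1299 p53ts (A138V), 600/well, pre-incubated 16–30 h at 37C. Cpd up to 46 uM, 24 h, 32C. Readout: ATPlite luminescence, 20 min RT. Normalization: DMSO vs tamoxifen 100 uM. AC50 by Hill equation.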
Peg3 imprint: induces erasure of genomic imprints in mouse ES cells. mouse ES Peg3-LacZ reporter, beta-gal luminescence, 40 h. Potency, µM (doses to about 60.7 µM), without a hit: at the highest dose activity change, positive = activation, hits mostly activators. actives 0.02% (n = 110,000);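 note: 0% = negative control wells on the plate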
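Gelatin-coated wells received 300 freshly trypsinized female ES cells with a Peg3LacZ-Neo reporter on the maternal allele, then incubated 40 hours at 37C. BetaGlo was added for 5 minutes at room temperature before a single luminescence read.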
The depositor's hits bear a star; ? = inconclusive; . = no result given; [ ] = remark or other dose. Unless noted, calls come from the whole dose curve; as a rule, active = well fitted curve in the direction sought with a large enough effect; inconclusive = small, poorly fitted or top-dose-only effect, or another doubt; inactive = no such curve, though single readings can be large; an effect the other way counts as inactive or inconclusive. Unless noted, % is set by controls: 0 for no effect and ±100 for the full control effect; potency is the fitted concentration of half-maximal effect. Hits appear at their usual frequency; overall some 1.7% were active at least once.

Sample of the layout:
SMILES | IkB signaling | p53ts 39C tox | p53ts 32C kill | Peg3 imprint
CCOc1ccc(-n2nc(C(=O)N3CCN(CC)CC3)c3ccccc3c2=O)cc1 | . | 12.3% | -21.6% | .
CCN(CC)CCNC(=O)c1ccc(Cn2c(=O)c3cccn3c3cccnc32)cc1 | -0.4% | -18.8% | -1.6% | -9.8%[10.9 µM]
Nc1ccc2oc(-c3cccc4ccccc34)nc2c1 | 5.2% | -24.3% | -9.2% | 2.5%
COc1cccc2[nH]c3c(N4CCN(Cc5ccc6c(c5)OCO6)CC4)ncnc3c12 | ? | -15.2% | -6.6% | -19.3%
O=C(NCc1nnc(SCC(=O)N2CCCC2)o1)c1ccccc1F | 1.7% | 2.4% | -2.8% | -9.0%
Cc1ccc(NC(=O)c2sc3nc[nH]c(=O)c3c2C)cc1Cl | -0.7% | 0.6% | 3.4% | -13.6%[10.9 µM]

All compounds of this part, previewed entries included:
SMILES | IkB signaling | p53ts 39C tox | p53ts 32C kill | Peg3 imprint
CCOc1ccc(-n2nc(C(=O)N3CCN(CC)CC3)c3ccccc3c2=O)cc1 | . | 12.3% | -21.6% | .
CCN(CC)CCNC(=O)c1ccc(Cn2c(=O)c3cccn3c3cccnc32)cc1 | -0.4% | -18.8% | -1.6% | -9.8%[10.9 µM]
Nc1ccc2oc(-c3cccc4ccccc34)nc2c1 | 5.2% | -24.3% | -9.2% | 2.5%
COc1cccc2[nH]c3c(N4CCN(Cc5ccc6c(c5)OCO6)CC4)ncnc3c12 | ? | -15.2% | -6.6% | -19.3%
O=C(NCc1nnc(SCC(=O)N2CCCC2)o1)c1ccccc1F | 1.7% | 2.4% | -2.8% | -9.0%
Cc1ccc(NC(=O)c2sc3nc[nH]c(=O)c3c2C)cc1Cl | -0.7% | 0.6% | 3.4% | -13.6%[10.9 µM]
O=C(CCS(=O)(=O)c1cccc2nsnc12)Nc1ccc(F)cc1 | 27.0% | -22.5% | -15.2% | -8.5%[10.9 µM]
O=C(Nc1ccc(N2C(=O)C3C4C=CC(C4)C3C2=O)cc1)Nc1nncs1 (stereo unspecified) | -0.5% | -12.9% | -4.5% | -18.9%
O=C(NCCc1ccccc1)C1CCCN(S(=O)(=O)c2cccs2)C1 (stereo unspecified) | 1.6% | -8.7% | 13.0% | -12.6%
CCc1ccccc1N1CC(C(=O)O)CC1=O (stereo unspecified) | 1.8% | 3.5% | 0.4% | -0.6%
CCOc1ccc(C(=O)Nc2ccc(-n3nncc3-c3ccccc3)cc2)cc1OCC | -1.1% | -7.9% | -5.4% | 1.1%[10.9 µM]
CCCc1cc(C(=O)NCc2ccc(OC)cc2)no1 | -0.8% | 4.0% | -11.9% | -8.5%
Cn1c(=O)c2c(-c3ccc(C(C)(C)C)cc3)n(N3CCOCC3)cc2n(C)c1=O | 0.7% | 8.6% | 6.3% | 7.2%
CC(C)Cc1nc2oc3c(NCc4cccnc4)ncnc3c2c2c1CCC2 | -1.4% | 6.0% | 7.0% | 4.9%
O=C(Cc1csc2nc(-c3ccccc3)cn12)NCc1ccc(F)cc1 | -0.3% | -21.3% | 6.7% | -7.6%[10.9 µM]
Cc1noc(C)c1C(=O)N1CCC2(CC1)CN(c1ncccn1)C2 | 0.6%[11.4 µM] | 7.5% | 3.2% | .
CCCCOc1ccccc1C(=O)N(Cc1cccc(F)c1)C1CCS(=O)(=O)C1 (stereo unspecified) | ? | -8.6% | 6.7% | 10.5%[10.9 µM]
O=C(CNS(=O)(=O)c1ccc(Br)s1)Nc1ccc2c(c1)OCCO2 | 0.4% | -11.5% | 6.0% | -14.3%
O=C(O)C1CC(=O)N(CCc2c[nH]c3ccccc23)C1 (stereo unspecified) | 0.9% | 3.6% | -4.6% | 5.1%
CC[N+](C)(CC)CC(O)COCC1COc2ccccc2O1 (stereo unspecified) | . | 10.0% | 9.2% | .
COc1cc(OC)c(NC(=O)CSc2nccn2C)cc1Cl | 5.0% | 3.4% | 2.5% | -10.6%[10.9 µM]
COCCOCCn1c(CCCO)nc2ccccc21 | 0.2% | 8.1% | -5.7% | -1.2%
COc1ccccc1-c1nc(SCC(=O)NCc2ccc(C)cc2)c2c(=O)n(C)c(=O)n(C)c2n1 | 0.2% | 0.1% | 17.6% | 9.7%[10.9 µM]
CCOC(=O)c1ccc(N2N=C(C)/C(=C/C=C/c3ccco3)C2=O)cc1 | . | -3.7% | -35.6% | .
Oc1ccc(Cc2nccc3cc(O)c(O)cc23)cc1O | 1.1%[11.4 µM] | 5.4%[9.22 µM] | 6.1%[9.22 µM] | 3.8%[10.9 µM]

(continued)
SMILES | IkB signaling | p53ts 39C tox | p53ts 32C kill | Peg3 imprint
CC(=O)Nc1ccc(Cc2ccc3[nH]c(=O)cc(C)c3c2)cc1 | ? | -11.9%[9.22 µM] | -1.4%[9.22 µM] | -14.4%[10.9 µM]
Cc1cccc(N2CCN(C3(c4ccccc4)C(=O)c4ccccc4C3=O)CC2C)c1 (stereo unspecified) | 2.9% | 12.0% | -1.7% | -7.7%[10.9 µM]
CC(=O)c1ccc(NC(=O)Cn2cnc3nc4c(cc3c2=O)CC(C)CC4)cc1 (stereo unspecified) | 0.8% | ? | -28.7% | 11.3%[10.9 µM]
CCCCn1c2ccc(F)cc2c2nnc(SCCN(CC)CC)nc21 | -2.6% | -18.7% | -14.9% | -9.4%[10.9 µM]
Fc1ccc(CN2CCc3nc(Nc4ccccc4)ncc3C2)cc1F | -0.7% | -0.8% | -3.3% | -10.6%[10.9 µM]
CCOC(=O)c1cnc2c(C)cc(C)cc2c1Nc1cccc(C(=O)O)c1 | 0.7% | 4.2% | 0.7% | -10.4%[10.9 µM]
CCOC(=O)c1cc2sccc2n1CC(=O)N1CCN(C(=O)c2ccco2)CC1 | 3.1% | 0.0% | 1.2% | -4.7%
Cc1ccc(-n2nc(C(=O)N3CCN(c4ccccc4)CC3)c(=O)n(C)c2=O)cc1 | 2.1% | -10.9% | 0.3% | 8.8%[10.9 µM]
O=C(CCN1CCCCCC1)Nc1ccc(F)cc1 | 0.5% | 5.2% | 2.8% | -4.4%
CCC(C)NC(=O)c1cn(CC)c2ccc(S(=O)(=O)N3CCCCC3)cc2c1=O (stereo unspecified) | ? | -1.8% | -10.3% | 14.0%[10.9 µM]
COc1ccc(N2CCN(C(c3cccs3)c3nnnn3C3CCCC3)CC2)cc1 (stereo unspecified) | 1.3% | -2.0% | -1.0% | -11.6%
O=C(c1nc(-c2ccccc2)n(-c2ccccc2)n1)N1CCCCCC1 | 2.4% | 1.4% | 7.9% | -19.0%
CCc1nc(OCCN(C)C)c2oc3ccccc3c2n1 | -0.5% | 1.3% | 3.5% | -35.0%[inhibitor]
COc1ccc(CC(=O)Nc2nc3c(s2)CCCC3)cc1 | -0.8% | -7.4% | -25.1% | ?
Cc1ccc(C)c(Cn2c(=O)n(CCCCC(=O)NCc3ccc4c(c3)OCO4)c(=O)c3ccccc32)c1 | 1.7% | -29.6% | -8.1% | -7.0%[10.9 µM]
CCOc1ccc(-c2nnc3ccc(SCC(=O)N4CCN(c5ccccc5)CC4)nn23)cc1 | -0.6% | -3.3% | -5.9% | -9.5%
CCC(C(=O)c1ccc(O)cc1)c1ccccc1 (stereo unspecified) | 3.7% | 14.7% | 20.1% | -17.9%
CCOc1ccccc1N(CC(=O)NC(C)(C)C)C(=O)c1ccc(CN2CCOCC2)o1 | -0.3% | 6.5% | 5.8% | -8.6%
Cc1nn2c(N3CCN(C(=O)c4ccco4)CC3)cc(C(C)(C)C)nc2c1-c1ccccc1 | -0.2% | 2.9% | 6.2% | -6.4%
COCCCNC(=O)CCC(=O)N1Cc2cccc(OC)c2Oc2ncccc21 | -1.6% | 13.1% | 2.3% | -9.6%[10.9 µM]
S=C1NCCOCCOCCOCCOCCNC(=S)NCCOCCOCCOCCOCCN1 | . | 2.6% | -7.0% | .
C=CCNC(=O)Cn1nc(-c2ccccc2)ccc1=O | -4.5% | 11.3% | -0.2% | -13.0%
CC(C)Cc1c(O)nc(SCCN2CCOCC2)[nH]c1=O | 1.8% | 0.6% | -4.5% | .
O=C(c1ccc2c(c1)N(Cc1ccccc1F)C(=O)c1ccccc1S2=O)N1CCCCC1 (stereo unspecified) | -1.0% | -11.5% | -4.9% | 6.8%[10.9 µM]
Cc1nnc(N2CCCC(C(=O)NCc3ccccc3F)C2)c2nn(-c3ccc(Cl)cc3)c(C)c12 (stereo unspecified) | -1.0% | -14.1% | 6.5% | 10.9%[10.9 µM]

Remaining list, next part
SMILES | IkB signaling | p53ts 39C tox | p53ts 32C kill | Peg3 imprint
O=C(NCCc1ccc(Cl)cc1)c1cccn1-c1nnc(N2CCCCC2)s1 | ? | 12.6% | -2.0% | -9.8%[10.9 µM]
COc1ccc(-c2nnc3n2N(C(C)=O)C(c2ccc(Cl)c(Cl)c2)=C(C(C)=O)S3)cc1 | ? | -11.5% | 5.4% | -6.9%[10.9 µM]
NS(=O)(=O)c1ccc(CCNc2nc3c(-c4cccc(F)c4)nnn3c3ccc(Cl)cc23)cc1 | ? | 5.8% | -7.8% | -21.5%[10.9 µM]
O=C(CN1C(=O)CSc2ccc(S(=O)(=O)N3CCCC3)cc21)NCc1ccc(F)cc1Cl | ? | -27.2% | -7.5% | -19.1%[10.9 µM]
COC(=O)c1c(NC(=O)Cc2coc3cc(C)cc(C)c23)sc2c1CCC2 | -0.5% | -9.0% | -0.9% | -27.0%[10.9 µM]
CCOC(=O)N1CCC(NC(=O)C2CCC(CNS(=O)(=O)c3ccc(OC)cc3)CC2)CC1 (stereo unspecified) | -0.8% | -5.5% | 1.2% | -0.8%
Cc1cccc(NC(=O)c2oc3ccc(S(=O)(=O)N(C)C4CCCCC4)cc3c2C)c1C | -0.4% | -16.0% | 13.9% | -15.0%[10.9 µM]
Cc1ccc(C)c(S(=O)(=O)C(C#N)c2nc3ccccc3nc2N2CCCC2)c1 (stereo unspecified) | 2.8% | -10.2% | 1.4% | -10.1%
O=C(CSc1nnc(-c2cccc(Cl)c2)o1)Nc1ccc2c(c1)OCCO2 | . | 5.5% | -5.7% | .
COc1ccc(OC)c(NC(=O)CN2C(=O)CC(C)Sc3ccccc32)c1 (stereo unspecified) | -1.3% | 2.6% | 7.8% | -10.0%[10.9 µM]
Fc1ccccc1OCCCCn1cncn1 | -7.8% | 4.4% | 6.8% | -13.4%
COc1cccc2cc(-c3nc(Nc4cccc(C)c4C)sc3C)c(=O)oc12 | -0.1% | -9.6% | 23.8% | -9.2%[10.9 µM]
O=C(CN1C(=O)C2C3C=CC(C3)C2C1=O)NCCC1=CCCCC1 (stereo unspecified) | -0.9% | -0.4% | -3.2% | -9.0%
COc1ccc(CCNC(=O)CN(c2ccccc2)S(=O)(=O)N(C)C)cc1OC | -1.7% | 7.0% | -1.6% | 18.3%[10.9 µM]
COc1ccc(-c2csc(N(CCCN(C)C)C(=O)c3cccs3)n2)cc1 | -1.6% | -26.3% | -11.7% | -9.0%
C/C(N)=C(/C#N)C(=O)CSc1n[nH]c(-c2ccccc2Br)n1 | 1.3% | -4.1% | 12.8% | -5.9%
N#CCSc1nnc(COc2cccc3ccccc23)n1-c1cccc(Cl)c1 | ? | ? | 14.8% | -10.9%
O=C(NCc1ccc(Cl)c(Cl)c1)c1ccco1 | -2.0% | -2.1% | -8.3% | 14.0%
Nc1cc(-c2ccc(Br)cc2)nn1S(=O)(=O)c1ccccc1 | -0.1% | -4.2% | -2.2% | -13.4%
CCOCc1nc(C)c(Cl)c(NS(=O)(=O)c2ccc(N)cc2)n1 | -1.4% | 9.9% | 2.0% | 10.7%
C=CCn1c(SCC(=O)Nc2c(C)cccc2C)nnc1-c1ccncc1 | -2.8% | -8.8% | -5.2% | 8.5%
COc1ccc(CNC(=O)C2CCCN(S(=O)(=O)c3cccc4nsnc34)C2)cc1 (stereo unspecified) | ? | 18.4% | 3.9% | ?
Cc1nn(C(=O)c2cc3sccc3[nH]2)c(C)c1C | 0.8% | -15.4% | -11.1% | -9.8%
Cc1ccc(C)c(NC(=O)c2ccc3nc(CCc4ccccc4)oc3c2)c1 | -0.1% | -12.3% | 3.7% | -7.6%[10.9 µM]
Cc1ccc(C)c(S(=O)(=O)n2nc(C)c(S(=O)(=O)N3CCCCCC3)c2C)c1 | 0.6% | -23.8% | -0.6% | 15.0%[10.9 µM]

Compound activity deposited in PubChem by National Center for Advancing Translational Sciences (NCATS).
